# E coli growth – counter-screen for AddAB inhibitors: E. coli growth inhibition; inhibition, % at 11.9 µM; E. coli V3065 growth, OD600 absorbance, 18 h; 0.27% of 330,000 active;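 active means inhibition above the campaign's mean inhibition across all tested compounds plus 3 SD, cut at about 9.9% in these data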;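 further: uninfected addAB+ strain grown without phage in ampicillin broth; 0% = DMSO wells and 100% = ciprofloxacin 0.95 µg/ml wells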
# PKA-R2B act – activates the human PKA-R2B holoenzyme complex | AID 504700 | activation, % at 11.4 µM | 0.079% of 340,000 active | PKA-R2B holoenzyme dissociation, Cy5-IP20 fluorescence polarization; R2B truncated from residue 108, S112A mutant; 0% DMSO only, 100% 113 µM cGMP | P22694+P31323;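 active means activation above a cutoff set at the mean over all compounds plus 3 SD, cut at about 18% in these data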;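 further: higher means more holoenzyme dissociation and a rise in polarization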
# Target sequence (P31323 whole entry, looked up, other chains not shown, the tested form may be a part): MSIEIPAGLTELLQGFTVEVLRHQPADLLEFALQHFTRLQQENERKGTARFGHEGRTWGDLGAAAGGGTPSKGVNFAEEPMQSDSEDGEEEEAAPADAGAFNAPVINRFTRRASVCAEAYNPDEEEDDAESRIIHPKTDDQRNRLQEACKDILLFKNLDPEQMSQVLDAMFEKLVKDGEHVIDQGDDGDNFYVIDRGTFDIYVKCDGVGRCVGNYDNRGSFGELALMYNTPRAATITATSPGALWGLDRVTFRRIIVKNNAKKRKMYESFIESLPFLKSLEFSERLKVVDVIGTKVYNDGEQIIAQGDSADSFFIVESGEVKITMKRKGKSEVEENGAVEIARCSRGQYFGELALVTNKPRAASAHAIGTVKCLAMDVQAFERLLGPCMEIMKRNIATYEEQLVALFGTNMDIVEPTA
# PKA-R1A act – activates the PKA-R1A holoenzyme complex; 0.083% of 340,000 active; activation, % at 11.4 µM; P00514+P68181; PKA-R1A dissociation, Cy5-IP20 fluorescence polarization; scaled: DMSO 0%, 113 µM cGMP 100%;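 active means percent activation above the mean of all tested compounds plus 3 SD, cut at about 19% in these data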;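 further: higher means more PKAc released from R1A so a rise in polarization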
# AddAB inh – less growth of phage-infected E. coli with AddAB | inhibition, % at 11.9 µM | 0.29% of 330,000 active | AID 435030 | E. coli expressing H. pylori AddAB, absorbance growth; in the data active means inhibition above about 12%;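 further: 0% = vehicle wells of infected cells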
# OPRM1-OPRD1 inv – inverse agonists of human mu-delta opioid receptor heterodimerization. cell-based MOR-DOR heterodimer luminescence, inverse agonism. AID 504357. 0.21% of 340,000 active. inhibition, % at 9.3 µM; in the data active means inhibition above about 22%, passing the limit was not always enough;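 further: 0% = cells with DMSO and 100% = wells without cells with DMSO; values of inactives mirror those of a sister screen read the other way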
# Tat export inh – inhibitors of E. coli Tat protein transport; E. coli MC4100 TorA-mCherry Tat export, fluorescence; inhibition, % at 10 µM; 0.036% of 340,000 active;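 active means mean replicate inhibition at least 50% and at least half of replicates individually reaching 50%; inconclusive means only one of the two criteria met; inactive means neither criterion met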;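 further: exported cargo escapes ClpAP degradation while cytoplasmic cargo is degraded and loses fluorescence; 0% = median of neutral control wells and 100% = median of NaSCN control wells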
# Mot1-301 SUMO – inhibitors of SUMOylation pathway: yeast Mot1-301 growth rescue. growth rescue, % at 18.8 µM. 1% of 320,000 active. S. cerevisiae Mot1-301 growth rescue, ATP luminescence, 38.5C; percent above DMSO median, 100 means doubled;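 active means every valid replicate shows activation above 250% relative to neutral control wells; inactive means the rest, any valid replicate at or below 250%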;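 further: OY570 slx delta 5 strain wells were the positive control but not used for scaling; some compounds called inactive have numbers as strong as hits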
# HTR5A inv ctr – counter-screen for OPRM1-OPRD1 inverse agonists: human HTR5A inverse agonism. inhibition, % at 9.3 µM. HTR5A cell line, luminescence. 0.083% of 340,000 active. P47898. AID 504634; in the data active means inhibition mostly above about 23%, no sharp cut-off; inactive means mostly below about 18%;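 further: 0% = cells with DMSO and 100% = no-cell wells with DMSO; some compounds called inactive have numbers as strong as hits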
# Target sequence (P47898 whole entry, looked up): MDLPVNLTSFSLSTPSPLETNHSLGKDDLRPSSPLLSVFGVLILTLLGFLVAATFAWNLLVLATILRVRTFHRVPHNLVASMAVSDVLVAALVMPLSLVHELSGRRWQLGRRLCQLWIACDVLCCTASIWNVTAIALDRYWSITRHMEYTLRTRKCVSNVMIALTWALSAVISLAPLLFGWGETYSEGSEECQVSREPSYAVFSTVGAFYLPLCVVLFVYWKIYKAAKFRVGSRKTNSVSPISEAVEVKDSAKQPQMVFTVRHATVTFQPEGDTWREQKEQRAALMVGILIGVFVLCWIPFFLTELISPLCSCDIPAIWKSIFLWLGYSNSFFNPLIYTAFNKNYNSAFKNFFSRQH
# PfHsp90 yeast 2 – growth inhibition of yeast expressing Plasmodium Hsp90. S. cerevisiae expressing PfHsp90, BacTiter-Glo ATP, 48 h; yeast lacking PDR1 and PDR3 efflux regulators. inhibition, % at 9.4 µM. 0.32% of 310,000 active. AID 504621;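 active means every replicate shows inhibition above about 80%, whatever the replicate mean, limit read from the data; inconclusive means mean inhibition reaches the set limit but some replicate falls short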;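 further: 0% = DMSO neutral controls and 100% = 20 µM radicicol positive controls; yeast relying on Plasmodium falciparum Hsp90 in place of its own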
# OPRM1-OPRD1 ag – OPRM1-OPRD1 heterodimerization agonism; P35372+P41143; cells, luminescence; activation, % at 9.3 µM; 0.3% of 340,000 active; in the data active means activation above about 18%;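 further: 0% = vehicle-treated cells and 100% = reference agonist; values of inactives mirror those of a sister screen read the other way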
# phage Ecoli inh – E. coli growth loss with phage present | growth absorbance | 0.26% of 360,000 active | inhibition, % at 11.9 µM; in the data active means inhibition above about 11%
# An asterisk follows results filed as active; ? = inconclusive; . = not tested or not shown.
SMILES	E coli growth	PKA-R2B act	PKA-R1A act	AddAB inh	OPRM1-OPRD1 inv	Tat export inh	Mot1-301 SUMO	HTR5A inv ctr	PfHsp90 yeast 2	OPRM1-OPRD1 ag	phage Ecoli inh
CCOC(=O)Cn1cc(/C=C/[N+](=O)[O-])c2ccccc21	0.8	-5	-7	0.7	10	-9	-12	18	15	-1.5	4.0
Cc1c(C)c2ccc(OC(C)C(=O)NCc3ccccn3)cc2oc1=O (stereo not drawn)	1.1	-11	2	-1.6	10	-1	-10	-16	-3	-1.8	2.4
O=C(CCC(=O)OCC(=O)c1ccc(Cl)cc1Cl)Nc1cccc2cccnc12	-0.6	-16	0	1.9	55*	-2	-15	13	-13	-9.7	0.9
COc1cccc(/C=C/C(=O)OCC(=O)NCCC2=CCCCC2)c1	0.0	-11	2	5.4	-6	3	-22	-9	-24	1.2	0.8
NS(=O)(=O)c1ccc(CNC(=S)Nc2ccc(F)c(Cl)c2)cc1	-0.1	-11	0	2.1	10	-1	-8	8	-8	-2.0	2.9
O=c1c(Cc2ccc(F)cc2)c(O)ccn1CC1CCCO1 (stereo not drawn)	-0.7	-11	-14	1.5	3	14	8	3	3	-0.6	5.0
Cc1cc(/C=C(\C#N)C(=O)NCCc2c[nH]c3ccccc23)c(C)n1C	2.1	-2	10	2.4	7	4	6	-172	38	-1.3	6.7
CC(=O)c1ccc2oc3ccccc3c(=O)c2c1	-1.5	-3	-4	2.1	9	-9	-20	-7	-14	-1.7	0.4
CC(CCc1ccccc1)NC(=O)CNC(=O)COc1ccccc1 (stereo not drawn)	1.1	-11	-5	0.2	2	-7	-1	3	.	-0.4	1.5
COc1cc(S(=O)(=O)Nc2cc(C)cc(C)c2)ccc1F	0.0	-3	-4	-2.2	5	?	-5	-1	-9	-0.9	3.6
C(=N\Nc1nc2ccccc2s1)/c1cccs1	-1.2	-1	-10	-1.3	-61	4	90	6	-26	11	0.4
N#CCSc1nnc(Cc2cccs2)n1C1CCCCC1	0.8	11	-13	1.0	7	3	2	10	-79	-1.1	2.2
Cc1cc(C(=O)COC(=O)CNC(=O)c2ccc(Cl)c(Cl)c2)c(C)n1Cc1ccco1	-0.8	-4	-3	4.0	-19	-10	-5	-14	.	3.0	4.9
BrC(=C\c1ccccc1)/C=N/N1CCN(Cc2ccccc2)CC1	1.2	0	-22	1.4	-12	6	46	10	.	2.5	2.2
O=C(C[C@H]1C/C=C\C[C@@H](Cc2ccc(F)cc2)C(=O)O[C@H](c2ccccc2)CNC1=O)NCCO	0.6	-11	-5	-0.6	15	-4	-3	2	10	-2.6	1.5
COCCN(C(=O)COC(=O)c1oc2ccc(OC)cc2c1C)c1c(N)n(Cc2ccccc2)c(=O)[nH]c1=O	1.3	3	5	2.0	-2	-6	9	7	-29	0.6	-1.1
CCCC(=O)NC(=S)Nc1ccc(NC(=O)C(C)C)c(OC)c1	1.6	-10	-1	-0.4	-6	2	52	0	8	0.9	2.9
CCOC(=O)N1CCC(NC(=O)Cn2cccc2C(=O)c2ccccc2)CC1	-1.4	-11	-4	0.3	-3	0	-12	19	-17	0.6	1.5
COc1c(C)cc(Br)cc1C(=O)Nc1ccc(Cc2ccncc2)cc1	1.9	-11	1	1.2	-14	9	18	0	-32	2.7	0.8
CC1(C)Cc2ccccc2-c2nnc(SCC(=O)N3CCc4ccccc43)n21	-3.2	2	9	0.2	-73	-3	-12	-6	6	15	0.7
Cc1cccc(NC(=O)c2cc(-c3cc(C)cc(C)c3O)n[nH]2)c1	2.5	-7	-1	0.8	-43	-1	309	-27	-45	9.4	1.5
CCCNC(=O)c1nn2cc(Br)cnc2c1Br	0.1	-4	4	2.0	16	-1	.	-3	2	-3.4	5.0
O=[N+]([O-])c1ccc(S(=O)(=O)N2CCN=C2SCc2cccnc2)cc1	-3.4	-8	0	3.4	-7	0	-11	8	-8	1.5	2.5
O=C(Cc1ccccc1)Nc1c(C(=O)N2CCCCCC2)cnn1-c1ccccc1	1.5	1	1	3.1	10	2	-10	-28	-2	-1.8	1.4
CCOc1ccccc1N(CC(=O)NC1CCCCC1)S(=O)(=O)c1ccc(C)cc1	-1.3	-4	7	-0.8	-8	16	23	0	6	1.0	1.4
Cc1ccccc1/C=C\c1nc2ccccc2c(=O)n1Cc1ccccc1	-2.6	-7	-7	4.4	-1	4	3	-46	-2	0.3	1.0
O=C(O)CCN1C(=O)C2C3C=CC(C3)C2C1=O (stereo not drawn)	0.1	0	10	0.8	16	-12	-2	-8	0	-2.8	2.1
O=C(COC(=O)CN1C(=O)C2CCCCC2C1=O)NNC(=O)c1ccc(Cl)cc1 (stereo not drawn)	-2.2	-16	1	-0.2	9	-4	9	-14	.	-1.7	2.9
CC(C)Cn1c2c(c(O)c(C(=O)Nc3nccs3)c1=O)CCCC2	0.2	-7	4	2.8	-1	1	299	-6	-48	0.2	2.6
O=C(Nc1cccc(F)c1)C1CCCN(S(=O)(=O)c2cnc[nH]2)C1 (stereo not drawn)	-0.2	2	7	5.4	10	-1	2	-3	18	-1.9	-0.7
Cc1cc(S(=O)(=O)N2CCOCC2)ccc1OCC(=O)NCc1ccco1	-1.1	-2	-16	1.6	-21	2	-5	2	7	2.6	2.0
COc1ccc(-c2nnc(SCC(=O)NC(=O)Cc3ccccc3)n2C)cc1	-1.1	5	-2	1.8	-1	17	3	10	-5	0.2	2.0
COc1cccc(-c2cc(C(=O)N3CCN(c4ccccc4OC)CC3)no2)c1	0.8	2	-11	1.0	2	14	-21	-8	2	-0.4	3.1
CCCc1cc(=O)n2[nH]c(-c3cc(OC)c(OC)c(OC)c3)nc2n1	0.2	-2	-1	3.2	10	-1	698	7	21	-2.5	1.1
CCOC(=O)n1c(=O)n(Cc2c(Cl)cccc2Cl)c2ccccc21	-2.4	-7	-2	1.9	-2	-3	13	9	14	0.4	3.7
CCOC(=O)c1c(C)n(C)c2cc(Br)c(C)cc12	-1.1	-3	-18	-2.0	-2	-17	20	-11	-6	0.4	0.6
O=S(=O)(NC1CC1)c1ccc(S(=O)(=O)N2CCN3CCCC3C2)cc1 (stereo not drawn)	1.1	2	-3	2.5	-8	0	-9	1	.	1.3	-0.2
Cc1ccc(NC(=O)CSc2nccn2C)cc1F	1.1	-8	-6	1.0	7	?	164	25	4	-1.0	2.8
COc1ccc(Nc2ccnc(Nc3ccc(OC)cc3)n2)cc1	1.5	-10	-16	-0.1	-7	-3	-5	15	-10	1.1	2.5
COCCSc1ccccc1C(=O)Nc1cc(C)ccn1	-2.4	-5	-4	0.9	13	-5	18	2	-2	-2.4	1.5
O=C(O)CC(C(=O)NC1CCCCC1)C1CCCO1 (stereo not drawn)	1.9	5	-5	1.9	6	-3	-2	17	16	-1.2	2.0
Cc1cc2nc(C3CCN(C(=S)NCC(C)C)CC3)[nH]c2cc1C	1.1	8	-15	1.6	18	6	11	-15	14	-3.5	4.5
c1ccc(CCCCNCC2COc3ccccc3O2)cc1 (stereo not drawn)	-0.6	3	9	1.3	-38	-2	54	-34	-6	5.2	5.8
O=S(=O)(NCCOc1ccccc1Cl)c1ccc2oc3ccccc3c2c1	4.3	2	-2	1.4	-12	8	1	-44	-12	1.9	0.6
CN1C(=O)C(O)(CC(=O)c2cccnc2)c2ccccc21 (stereo not drawn)	0.2	6	-2	2.8	19	1	45	11	0	-3.9	5.2
CC(=O)Nc1ccc(S(=O)(=O)NNC(=O)c2ccc([N+](=O)[O-])cc2)cc1	1.0	-5	0	-0.6	8	-4	-6	11	2	-1.6	-2.4
COc1cc2[nH]c(=O)n(CCCC(=O)NCCc3ccccc3)c(=O)c2cc1OC	-2.1	-10	-7	-0.8	-2	-5	221	-18	.	0.4	3.5
CCCCn1c(C(C)NC(=O)COC)nc2ccccc21 (stereo not drawn)	-1.2	7	1	0.8	14	-3	3	-2	.	-2.4	-2.0
COc1ccc(C(=O)Nc2cc3c(cc2OC)CCCC3)cc1Br	-0.2	-5	-4	7.0	-18	-3	3	0	-2	3.3	1.2
Cc1ccc(S(=O)(=O)N2CCCC(C(=O)NCC3CCCO3)C2)cc1 (stereo not drawn)	0.6	4	-5	1.4	7	0	17	-33	-10	-1.1	0.2
CCn1cc(C(=O)OCC(=O)Nc2c(C)cccc2C)c(=O)c2ccc(C)nc21	3.7	7	-18	3.1	15	-1	-7	-17	-5	-3.1	4.5
O=C(N/N=C/C=C/c1cccc([N+](=O)[O-])c1)C(O)c1ccccc1 (stereo not drawn)	1.5	-1	-4	3.6	10	-4	13	11	-2	-1.9	3.8
COC(=O)c1c(NC(=O)COC(=O)Cn2cnc3ccccc32)sc(C)c1C	-0.3	-8	-2	1.1	8	-8	3	-9	-10	-1.4	2.7
CCCC(=O)C1=C(O)C(C(=O)OC)C(C)(C)CC1=Nc1ccc(Br)cc1 (stereo not drawn)	2.4	-11	-2	-2.9	0	5	7	-4	8	0.1	2.8
CC(Sc1nnc2n1CCCCC2)C(=O)Nc1ccc(S(N)(=O)=O)cc1 (stereo not drawn)	.	-9	-3	.	13	2	.	-1	1	-2.5	1.2
COC(=O)c1c(NC(=O)CC2Nc3ccccc3NC2=O)sc(C)c1C (stereo not drawn)	-2.5	-8	-1	2.0	0	2	0	9	6	0.0	5.1

# Continuation:
SMILES	E coli growth	PKA-R2B act	PKA-R1A act	AddAB inh	OPRM1-OPRD1 inv	Tat export inh	Mot1-301 SUMO	HTR5A inv ctr	PfHsp90 yeast 2	OPRM1-OPRD1 ag	phage Ecoli inh
CCOC(=O)c1c(NC(=O)CSc2nnc(-c3ccccc3)o2)sc(C(C)=O)c1C	-0.5	0	2	1.1	6	3	0	6	21	-1.2	2.7
COc1ccc2nc3c(cc2c1)c(NC(=O)C1CCCO1)nn3CC(C)C (stereo not drawn)	-0.8	4	-2	2.8	10	4	7	-1	-7	-2.3	0.9
Cc1ccc(OCCn2c(SCCO)nc3c(N)ncnc32)cc1	1.3	5	5	-1.2	13	-1	2	1	-6	-2.2	4.2
CCc1cccc(C)c1NS(=O)(=O)c1cccs1	-2.2	-8	-1	3.4	4	5	-15	6	12	-0.6	1.5
COc1ccc(C(=S)N2CCOCC2)cc1OC(=O)c1cc(OC)c(OC)c(OC)c1	-1.1	-6	-8	1.2	3	-3	18	7	-13	-0.5	2.1
CCOc1cc(CNc2ccccc2)cc(Br)c1OCC(=O)NC(C)(C)C	0.4	-9	-6	0.8	-28	10	4	2	3	4.9	2.9
CCOC(=O)/C(C(=Nc1ccccc1)Nc1ccccc1)=C(\C)O	0.2	-6	3	2.0	-17	2	44	5	-3	3.5	-1.6
